# Rv3671c inh – Rv3671c (M. tuberculosis) protease inhibition. P9WHR9. inhibition, % at 5.96 µM. 0.048% of 320,000 active. AID 2606; in the data active = inhibition above about 38%;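 also: extracellular domain of Rv3671c used as enzyme; 0% = enzyme with DMSO and 100% = no enzyme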
# PriA SSB inh – inhibitors of Klebsiella pneumoniae PriA binding to SSB C-terminal tail; inhibition, % at 33 µM; AlphaScreen SSBct-PriA binding, biotinylated peptide; 0.6% of 430,000 active; in the data active = inhibition mostly above about 37%, no sharp cut-off; inactive = mostly below about 20%;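 also: plate controls were negative control peptide for no effect and reference peptide for full effect; strong numbers were not always called active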
# PrPC surface inh – inhibitors of human cell surface prion protein PrPC; inhibition, % at 13.8 µM; P04156; 0.43% of 370,000 active; TR-FRET read-out; in the data active = inhibition above about 24%; also: 0% = median of the test wells and 100% = reference compound wells
# VHR inh abs – inhibitors of human VHR1 phosphatase (DUSP3) | P51452 | recombinant VHR phosphatase, pNPP absorbance | inhibition, % at 13.3 µM | 0.52% of 290,000 active | AID 1654; in the data active = inhibition above about 50%; also: some compounds called inactive have numbers as strong as hits
# Anthrax LF inh2 – blocks Bacillus anthracis lethal factor protease. inhibition, % at 10 µM. 0.12% of 360,000 active. AID 588501. multiplex microsphere protease cleavage assay, LF; also: plate controls were buffer without enzyme for full effect and enzyme alone for no effect
# Target sequence (P15917 whole entry, looked up): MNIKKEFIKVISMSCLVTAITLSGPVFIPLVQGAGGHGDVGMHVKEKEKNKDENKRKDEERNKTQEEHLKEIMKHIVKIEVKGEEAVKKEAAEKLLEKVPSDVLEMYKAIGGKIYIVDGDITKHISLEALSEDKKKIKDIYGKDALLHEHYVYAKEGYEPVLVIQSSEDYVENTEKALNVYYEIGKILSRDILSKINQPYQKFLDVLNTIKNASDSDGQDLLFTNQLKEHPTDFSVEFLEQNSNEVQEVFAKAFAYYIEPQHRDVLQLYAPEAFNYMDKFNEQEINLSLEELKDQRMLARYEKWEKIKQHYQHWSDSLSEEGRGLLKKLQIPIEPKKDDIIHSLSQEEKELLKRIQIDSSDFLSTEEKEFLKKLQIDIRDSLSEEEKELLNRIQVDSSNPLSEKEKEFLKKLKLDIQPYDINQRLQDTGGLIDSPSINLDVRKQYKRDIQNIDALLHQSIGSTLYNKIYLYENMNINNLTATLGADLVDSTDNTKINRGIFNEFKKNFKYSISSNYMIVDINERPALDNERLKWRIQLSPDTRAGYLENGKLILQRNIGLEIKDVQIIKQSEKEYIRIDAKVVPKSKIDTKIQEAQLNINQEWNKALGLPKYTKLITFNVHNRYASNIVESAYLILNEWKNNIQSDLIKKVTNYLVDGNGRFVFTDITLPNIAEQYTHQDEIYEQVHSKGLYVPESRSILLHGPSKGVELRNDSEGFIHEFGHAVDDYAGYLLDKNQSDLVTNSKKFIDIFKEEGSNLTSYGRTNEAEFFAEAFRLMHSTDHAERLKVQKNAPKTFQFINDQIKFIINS
# SARS 3CLpro inh – SARS-CoV 3CLpro protease inhibition; P0C6X7; recombinant SARS-CoV 3CLpro, quenched FRET peptide cleavage; inhibition, % at 6 µM; 0.14% of 290,000 active; in the data active = inhibition above about 12%
# CCHFV vOTU inh – CCHFV vOTU protease inhibition; Pep-AMC fluorescence; inhibition, % at 11.5 µM; 0.55% of 370,000 active; in the data active = inhibition above about 30%; also: 0% = vehicle wells with enzyme and 100% = no enzyme wells
# BoNT-F LC inh – BoNT F light chain protease inhibition. Multiplex microsphere protease cleavage assay, flow cytometry. inhibition, % at 10 µM. 0.22% of 360,000 active. AID 588497; in the data active = inhibition above about 35%, passing the limit was not always enough; inconclusive = no clear call, values can overlap the other calls; also: plate controls were buffer without enzyme for full effect and enzyme alone for no effect
# BoNT A protease – BoNT A light chain protease inhibition; multiplex microsphere protease substrate cleavage, flow cytometry; inhibition, % at 10 µM; 0.17% of 360,000 active; AID 588499; also: plate controls were buffer without enzyme for full effect and enzyme alone for no effect
# MazEF act – activators of E. coli MazEF toxin-antitoxin RNase | P0AE70 | FAM/BHQ RNA-DNA oligo cleavage fluorescence, 5 h | activation, % at 20 µM | 0.32% of 350,000 active | AID 504720; in the data active = activation above about 50%
# Target sequence (P0AE70 whole entry, looked up): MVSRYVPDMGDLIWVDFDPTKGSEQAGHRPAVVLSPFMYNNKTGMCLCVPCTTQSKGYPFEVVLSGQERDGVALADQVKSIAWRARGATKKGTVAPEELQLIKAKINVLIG
# Active calls of the source: *; i = inactive; u = inconclusive; x = no result given. Rule as the data show it, unless noted: active = inhibition above about 30%; inconclusive = no clear call, values can overlap the other calls; inactive = below that. Only part of the results is shown; the hit share may differ from the screen's.
Compound,Rv3671c inh,PriA SSB inh,PrPC surface inh,VHR inh abs,Anthrax LF inh2,SARS 3CLpro inh,CCHFV vOTU inh,BoNT-F LC inh,BoNT A protease,MazEF act
COc1ccc(C(=O)Nc2ccc3c(c2)n(C)c(=O)n3C)cc1OC,5,-3,0,8,-4,0,0,-24,-0.8,4
CCOC(=O)c1oc2c(CN3CCN(C)CC3)c(O)ccc2c(=O)c1-c1ccc(Br)cc1,3,-1,-3,4,2,0,12,-1,0.5,-15
CCCCCCCCCC[N+](C)(C)CC/C=C1/c2ccccc2Sc2ccc(Cl)cc21,14,-12,x,22,-4,1,x,-28,4.2,-44
O=[N+]([O-])c1cccc(/C([O-])=C(/C(=S)Nc2ccccc2F)[n+]2ccccc2)c1,-6,5,-4,13,3,0,-5,-7,6.0,9
COC(=O)[C@@]1(Cc2ccc(OC)cc2)[C@H]2c3cc(C(=O)N4CCCC4)n(CCc4ccc(OC)c(Br)c4)c3C[C@H]2CN1C(=O)c1ccccc1,x,x,8,x,-1,x,1,3,0.2,x
Cn1c(SCC(=O)c2ccc(F)cc2)nnc1-c1ccccn1,-6,-1,1,0,16,0,0,u,-1.2,13
NNC(=O)c1cnn(Cc2ccccc2)c1N,3,-13,10,13,3,-5,4,-10,-1.3,-5
COC(=O)C1=C(C(=O)c2ccccc2)C(c2ccc(O)c(OC)c2)n2nnnc2N1 (centres undefined),-8,-7,-4,-4,-1,-6,-1,-6,-0.2,2
CSc1ccc(CN2CCC(CO)(Cc3ccc(Cl)cc3)CC2)cc1,-3,-8,-4,3,-2,0,-2,-4,-0.6,6
CC[C@]12CCCN3CCc4c(n(c5ccccc45)C(=O)C1)C32 (some centres undefined),2,-1,x,3,x,-1,x,x,x,5
O=C(Nc1ccc(O)cc1)c1cccc(Oc2ccc([N+](=O)[O-])cc2)c1,1,-11,9,26,-15,0,10,-3,-0.1,6
Cc1ccc(C(=O)NCC(=O)OCC(=O)c2ccc3c(c2)OCCO3)cc1C,7,-10,-2,-5,1,-1,7,3,-0.2,7
CCCCn1c(N)c(N(CCOC)C(=O)c2c(-c3ccccc3)noc2C)c(=O)[nH]c1=O,6,-4,-3,x,-4,x,-3,0,2.8,1
Cc1ccc(S(=O)(=O)N(C)C)cc1NC(=O)COC(=O)CNC(=O)C12CC3CC(CC(C3)C1)C2,2,-2,-1,x,u,x,8,u,u,4
COc1ccc(/C=C2\SC(=S)N(CCCC(=O)NNC(=O)c3ccccc3O)C2=O)cc1,-7,-7,0,32,-14,3,-3,-14,-5.6,-1
O=C(CN1CC(c2ccccc2)CC1=O)Nc1ccc2c(c1)OCO2 (centres undefined),8,-2,-4,8,2,-2,10,-7,0.9,2
O=C(Cc1ccc(Br)cc1)N1CCN(Cc2ccccc2)CC1,4,-5,10,28,1,-1,7,12,0.9,-4
CCCOC(=O)c1[nH]c2c(c1C)C(=O)CC(c1cccs1)C2 (centres undefined),0,-2,8,16,0,1,-7,-5,-0.3,-3
N#Cc1ccccc1S(=O)(=O)N1CCN(C(=O)C2CCC2)CC1,-6,-19,5,x,-1,x,4,-4,5.0,3
Cn1c(O)c(C=NCCN2CCNCC2)c(=O)n(C)c1=O,-1,-17,1,-22,-14,0,-6,-10,0.7,3
O=[N+]([O-])c1cc2c(cc1/C=N/n1c(-c3ccccc3)n[nH]c1=S)OCO2,-9,x,-7,27,1,-1,1,6,-0.2,5
C=CC[C@@H](CC(=O)OC(C)(C)C)C(=O)OC[C@@H]1CCCN1C(=O)[C@@H](CC=C)CC(=O)N[C@@H](CO)Cc1ccccc1,1,-17,-4,x,-3,x,13,-6,-0.1,2
COc1ccc(NC(=O)Cc2cccc3ccccc23)cc1,-2,-11,7,8,-9,8,8,24,0.0,6
Cc1ccc(SC(C)C(=O)O/N=C(\N)c2ccncc2)cc1 (centres undefined),-6,i,2,10,-2,4,-4,12,1.1,-3
CC(=O)OCC(=O)Nc1cc(S(=O)(=O)N2CCCCCC2)ccc1Cl,-4,-8,3,9,-8,4,-14,2,-0.7,-2
Cc1cccc(C)c1NC(=O)CNC(=O)C(Cc1ccccc1)NC(=O)c1ccccc1 (centres undefined),-7,x,3,16,-4,-4,-7,-1,2.7,-19
COc1ccc(C(=O)NC(=S)N2CCCCC2)cc1[N+](=O)[O-],-13,-4,-5,-3,-1,5,-11,-3,0.0,1
CC(C)n1c(=O)c(C=Nc2ccc(F)cc2)c(O)n(Cc2ccco2)c1=O,-8,-17,1,-2,0,5,7,0,-0.2,7
COc1ccc(C)cc1-n1c(SCC(=O)Nc2cc(C)on2)nc2ccccc2c1=O,4,-1,-5,2,-5,0,20,-2,-0.2,3
CC(C)C[C@@H]1NC(=O)[C@H](Cc2ccc(O)cc2)NC(=O)c2cc([N+](=O)[O-])cc(I)c2NCCC[C@@H](C(N)=O)NC1=O,-37,-3,x,-4,4,6,x,-6,-0.3,4
O=C(Nc1ccccc1N1CCOCC1)c1cccs1,-1,-4,0,9,-3,4,0,5,-0.9,2
CCOC(=O)/C(=N\Nc1ccccc1Cl)N1CCN(c2ccccc2OC)CC1,-4,x,13,22,-5,3,1,-3,-1.2,-6
COC(=O)c1ccc(Cl)c(NC(=O)CSc2ncn[nH]2)c1,-9,-6,4,17,-7,1,-4,1,-0.4,8
Cc1n[nH]c(C)c1NC(=O)c1cc([N+](=O)[O-])ccc1Cl,-2,6,-12,4,-1,3,5,-7,-1.2,7
O=C(c1ccc(S(=O)(=O)c2ccccc2)cc1)N1CCc2ccccc2C1,-3,7,-1,-2,-3,7,35*,-2,0.5,-10
O=c1c2ccccc2sc2ccc(NCCCN3CCOCC3)cc12,1,16,-31,x,5,x,9,-6,6.3,8
NS(=O)(=O)c1ccc(CCNC(=O)c2cccnc2)cc1,5,-8,6,35,-4,-3,6,-5,-2.3,0
Cc1ccc(NC(=O)COc2ccc(N3CC(C(N)=O)CC3=O)cc2)c(C)c1 (centres undefined),8,-12,3,7,-1,6,-6,3,-1.7,7
Cc1ccc(S(=O)(=O)C2(C(=O)N3CCCCCC3)CC2)cc1,6,1,3,-11,-4,-2,-5,-4,u,2
CC(CC(=O)Nc1ccc2c(c1)c(=O)n(C)n2Cc1ccc(F)cc1)C(F)(F)F (centres undefined),x,x,7,x,-10,x,-134,-8,-0.1,x

# In another format: five of the compounds above.
# Each structure is followed by: Rv3671c inh	PriA SSB inh	PrPC surface inh	VHR inh abs	Anthrax LF inh2	SARS 3CLpro inh	CCHFV vOTU inh	BoNT-F LC inh	BoNT A protease	MazEF act
Cc1n[nH]c(C)c1NC(=O)c1cc([N+](=O)[O-])ccc1Cl
    -2	6	-12	4	-1	3	5	-7	-1.2	7
O=C(c1ccc(S(=O)(=O)c2ccccc2)cc1)N1CCc2ccccc2C1
    -3	7	-1	-2	-3	7	35*	-2	0.5	-10
O=c1c2ccccc2sc2ccc(NCCCN3CCOCC3)cc12
    1	16	-31	x	5	x	9	-6	6.3	8
NS(=O)(=O)c1ccc(CCNC(=O)c2cccnc2)cc1
    5	-8	6	35	-4	-3	6	-5	-2.3	0
Cc1ccc(NC(=O)COc2ccc(N3CC(C(N)=O)CC3=O)cc2)c(C)c1 (centres undefined)
    8	-12	3	7	-1	6	-6	3	-1.7	7

# Next section
Compound,Rv3671c inh,PriA SSB inh,PrPC surface inh,VHR inh abs,Anthrax LF inh2,SARS 3CLpro inh,CCHFV vOTU inh,BoNT-F LC inh,BoNT A protease,MazEF act
COCCN(C(=O)CSc1n[nH]c(-c2ccccc2)n1)c1c(N)n(Cc2ccccc2)c(=O)[nH]c1=O,-8,0,-1,x,-4,x,5,-44,-28,-1
Cn1c(SCC(=O)NCCc2ccccc2)ncc(C(=O)Nc2ccc(F)cc2)c1=O,1,-9,4,x,4,x,-2,2,5.4,-65
O=C(CNCCc1ccc(Cl)cc1Cl)NCc1ccco1,0,1,-3,22,2,-3,-1,-4,-0.4,-8
O=S(=O)(Cc1ccccc1)NCc1ccccn1,-5,-15,x,30,3,-1,x,1,-1.2,1
CSc1cccc(CN2CCC(n3nccc3NC(=O)C3CC3)CC2)c1,-5,-2,-12,48,-3,-4,-8,-11,-1.9,-5
Cc1nc2nc(-c3ccc(Cl)cc3)cn2nc1C,13,-4,-5,19,-1,-4,-65,2,2.4,-12
O=C(/C=C/c1ccco1)NCCc1ccc(F)cc1,-4,-15,-6,-15,2,2,5,19,-0.2,-4
CCOc1ccc(-c2nnn(CC#N)n2)cc1OC,2,-16,2,-5,1,2,11,5,1.7,-4
COCCN(Cc1ccc(C)cc1)C(=O)[C@H]1O[C@@H](n2ccc(=O)[nH]c2=O)[C@H](O)[C@@H]1O,x,x,1,x,1,x,-6,-5,-0.4,x
Cc1ccc(N2CC(C(=O)OCC(=O)Nc3ccc(Cl)cc3)CC2=O)cc1 (centres undefined),0,0,-3,x,-1,x,6,-2,-0.6,1
CC(=O)COc1ccc2oc(=O)cc(-c3cc4ccccc4o3)c2c1,-10,-9,-25,2,3,0,5,4,2.4,2
Cc1ccc(Cn2c(O)c(N=O)c3ccccc32)cc1,-60,3,-7,3,0,0,9,-2,-0.1,6
COc1ccc(Cl)cc1C(=O)NCC(=O)OCc1ccccc1,-8,-25,0,x,0,x,8,1,-0.8,0
O=C(CN1C(=O)NC2(CCCCC2)C1=O)Nc1ccccc1N1CCCC1,4,-8,7,x,1,x,4,1,0.2,-2
O=C(NC1CCCC1)C1CCN(c2nccs2)CC1,-7,-5,-2,22,9,-5,-4,4,6.1,7
Cc1ccc(NC(=O)c2ncn(CC(=O)NCc3ccc4c(c3)OCO4)n2)cc1C,x,1,2,x,0,x,18,-2,0.2,20
CCCCn1c(=O)c(CCC(=O)OCC(=O)NCc2ccc(OC)c(OC)c2)nc2ccccc21,7,-5,2,5,-8,5,-6,-4,-0.9,0
Cc1[nH]c2ccccc2c1C(=O)COc1ccccc1F,-16,-13,1,30,5,2,5,9,1.9,7
CCOC(=O)Cc1csc(NC(=O)/C=C/c2ccc(Cl)cc2)n1,5,-6,20,-3,-3,2,-4,-2,0.8,-1
COc1cccc(C2C(C#N)=C(N)N(N(C)C)C3=C2C(=O)CC(C)(C)C3)c1OC (centres undefined),0,-7,0,34,-3,-1,-10,-4,1.1,1
CCOC(=O)c1cc(NC(=O)NCc2ccco2)c(C)nc1C,3,11,0,12,1,-6,2,-8,-0.8,-2
CC1CCN(C(=O)CN(c2ccc(Oc3ccccc3)cc2)S(C)(=O)=O)CC1,-9,-3,20,23,-20,-2,-2,-4,0.3,4
Cc1cc(NC(=O)CN2CCCCC2)no1,2,-12,-1,5,0,3,-11,-2,-0.5,2
COc1cc(C(C#N)N2CCOCC2)ccc1O (centres undefined),-1,-5,-9,-8,6,-5,14,-6,-3.3,-6
Cc1cccc(C)c1OCc1cc(C(=O)N2CCN(c3ccccc3)CC2C)no1 (centres undefined),6,3,3,-46,1,-4,21,-8,2.0,-15
CC1(C)CC(=O)C=C(Nc2cccc(Cl)c2Cl)C1,5,-10,4,x,-15,x,-6,u,-0.5,-8
O=C(NC1CC2CCC1C2)c1ccc(CN2CCOCC2)cc1 (centres undefined),-4,-5,6,10,-2,-5,-3,u,1.1,-4
COc1ccc(OCc2cc(C(=O)NCc3nc(C)cs3)no2)c(Cl)c1,-3,-7,2,2,1,-1,-6,3,-0.9,-4
COc1ccc(-c2cc(C)nc3nc(N)nn23)cc1,1,-2,6,15,-4,-2,-46,-14,-0.1,-12
CCOc1ccc(Nc2n[nH]c(=S)s2)cc1,-2,1,-3,22,-3,0,5,-7,-0.1,-1
Nc1nc(Nc2ccccc2)nc(N2CCOCC2)c1[N+](=O)[O-],-7,3,-8,8,-3,0,-8,6,1.6,2

# Screens: PubChem, several laboratories
